Screening results (PubChem BioAssay)
ERG Ets-DNA blk: ERG Ets/DNA interaction inhibition; P11308; fluorescence polarization, His-ERG Ets domain / labelled DNA; Potency, µM (titrated, usually from 76.9 µM), without a hit: top-dose FP activity, negative = inhibition, usual class: inhibitors; 370,000 tested, 0.028% active; AID 624246; active = well fitted inhibition curve with a large enough effect in the polarisation, with a control signal flat; inconclusive = small, poorly fitted or top-dose-only effect, or effect the other way, or a change in a side signal; inactive = no such curve, though single readings can be large or run the other way; the % refers to the polarisation;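 also: polarization taken with two DNA probes labelled with fluorescein and Texas red; % of control where 0% means no effect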
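His-tagged ERG Ets domain (1 uM in the protein solution; 300mM KCl, 50mM Tris-HCl, 1mM EDTA, 1mM DTT, pH 7.5) received compound, then a probe mix of 5 nM fluorescein-DNA and 100nM Texas-615-DNA. Fluorescence polarization was read for both dyes.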
Pin1 inhibitor: blocks the human prolyl isomerase Pin1. 390,000 tested, 0.009% active. Q13526. AID 504891. Pin1 FP peptide displacement, HiFluor488, 10 min. Potency, µM (series often up to 115 µM), without a hit: top-dose activity, negative = inhibition, actives largely listed as inhibitors; active = well fitted inhibition curve with a large enough effect in the polarisation, with a control signal flat, not every such curve was filed as active; inconclusive = small, poorly fitted or top-dose-only effect, or effect the other way, or a change in a side signal; inactive = no such curve, though single readings can be large or run the other way; the % refers to the polarisation; also: % is scaled to controls: 0 for no effect and ±100 for the full control effect
Target sequence (Q13526 whole entry, looked up): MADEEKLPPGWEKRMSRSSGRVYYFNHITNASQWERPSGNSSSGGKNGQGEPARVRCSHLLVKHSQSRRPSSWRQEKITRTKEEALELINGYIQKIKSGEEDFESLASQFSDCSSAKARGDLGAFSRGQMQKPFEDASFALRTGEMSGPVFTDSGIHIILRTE
HP1b chromo inh: HP1-beta chromodomain-methylated histone interaction inhibition; P83916; AlphaScreen HP1-beta / biotin-H3K9me3 peptide binding; Potency, µM (doses to about 114 µM), inactives show at the highest dose activity change, negative = inhibition, usual class: inhibitors; 390,000 tested, 0.56% active; AID 540317; also: nearly all actives have a fitted effect of over 70% in size; inactives centre near 23
Target sequence (P83916 whole entry, looked up): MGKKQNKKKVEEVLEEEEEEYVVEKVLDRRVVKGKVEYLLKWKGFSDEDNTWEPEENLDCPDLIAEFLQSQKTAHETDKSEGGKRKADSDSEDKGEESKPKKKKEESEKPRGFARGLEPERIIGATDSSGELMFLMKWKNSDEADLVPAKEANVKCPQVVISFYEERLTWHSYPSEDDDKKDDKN
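AlphaScreen: HP1-beta (50 nM) preformed 30 min with biotin-H3(1-18)K9me3 peptide (50 nM) in PBS pH 7.4, 0.01% Tween-20. Compound added for 30 min at RT, then streptavidin donor/nickel chelate acceptor beads (10 ug/mL) for 30 min.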
TrxR1 inh: rat TrxR1 inhibition; O89049; recombinant rTrxR1, NADPH fluorescence consumption, selenite substrate; Potency, µM (series often up to 114 µM), inactives show at the top dose activity change, negative = inhibition, actives largely listed as inhibitors; 390,000 tested, 1% active; also: % is scaled to controls: 0 for no effect and ±100 for the full control effect; nearly all actives have a fitted effect of over 65% in size
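Rat TrxR1 (90 nM in the dispensed reagent) was pre-reduced with 400 uM NADPH for 5 min at room temperature, then incubated with compound for 15 min. After 400 uM selenite was added, NADPH fluorescence (Ex 340/Em 450 nm) was followed for 8 min.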
JMJD2A Tudor: JMJD2A Tudor domain (human) inhibition. O75164. AlphaScreen JMJD2A-Tudor / H3K4me3 peptide binding. Potency, µM (series often up to 114 µM), for the others: at the top dose activity change, negative = inhibition, usual class: inhibitors. 390,000 tested, 4.4% active. AID 504339; also: % is scaled to controls: 0 for no effect and ±100 for the full control effect; nearly all actives have a fitted effect of over 50% in size
12-LOX inh: blocks human arachidonate 12S-lipoxygenase | P18054 | purified 12hLO, xylenol orange hydroperoxide absorbance | Potency, µM (doses to about 108 µM), for inactives: at the highest dose activity change, negative = inhibition, actives largely listed as inhibitors | 580,000 tested, 1.1% active; also: % is scaled to controls: 0 for no effect and ±100 for the full control effect
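Purified human 12hLO (150 nM final) in 25 mM Hepes, 0.01% Triton X-100, pH 7.0 was preincubated 15 min at room temperature with compound. Then 40 uM arachidonic acid was added, 30 min. Hydroperoxide was read by Fe-XO absorbance ratio 573/405 nm.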
PGK inhibitor: inhibitors of T. brucei phosphoglycerate kinase; P07378; PGK/GAPDH coupled, Kinase-Glo luminescence, 60 min; Potency, µM (highest dose often 57.5 µM), for the others: top-dose activity change, negative = inhibition, most hits filed as inhibitors; 380,000 tested, 0.043% active; also: % is scaled to controls: 0 for no effect and ±100 for the full control effect; nearly all actives have a fitted effect of over 60% in size
Target sequence (P07378 whole entry, looked up): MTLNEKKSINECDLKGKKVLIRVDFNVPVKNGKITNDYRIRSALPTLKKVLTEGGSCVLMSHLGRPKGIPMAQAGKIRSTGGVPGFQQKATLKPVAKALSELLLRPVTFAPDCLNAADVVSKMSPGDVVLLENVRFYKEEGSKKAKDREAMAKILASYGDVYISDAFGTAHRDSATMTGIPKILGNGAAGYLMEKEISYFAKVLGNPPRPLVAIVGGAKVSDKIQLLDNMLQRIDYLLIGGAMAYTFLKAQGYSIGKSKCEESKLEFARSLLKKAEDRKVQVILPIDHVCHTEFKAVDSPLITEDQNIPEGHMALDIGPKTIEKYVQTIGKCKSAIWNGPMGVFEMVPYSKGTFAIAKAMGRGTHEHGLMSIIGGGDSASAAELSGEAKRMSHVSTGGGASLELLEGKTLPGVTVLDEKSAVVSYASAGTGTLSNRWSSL
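Luminescent ATP detection (Kinase-Glo Plus) follows a 60-minute room-temperature incubation, with wells lacking PGK as controls. Buffer: 100 mM TEA (pH 7.6), 5 mM MgCl2, 0.01% Tween-20. Coupling enzyme GAPDH (100 nM final) supplies unstable 1,3-BPG in-well.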
RGS4 inhibitor: blocks human RGS4-accelerated GTP hydrolysis; Transcreener GDP fluorescence polarization, RGS4-accelerated GTP hydrolysis; 390,000 tested, 0.039% active; AID 504845; Potency, µM (top dose mostly 114 µM), for the others: at the highest dose activity change, negative = inhibition, usual class: inhibitors; also: % is scaled to controls: 0 for no effect and ±100 for the full control effect; nearly all actives have a fitted effect of over 75% in size; some results filed as inactive show a strong effect at the top dose
Target sequence (P49798 whole entry, looked up): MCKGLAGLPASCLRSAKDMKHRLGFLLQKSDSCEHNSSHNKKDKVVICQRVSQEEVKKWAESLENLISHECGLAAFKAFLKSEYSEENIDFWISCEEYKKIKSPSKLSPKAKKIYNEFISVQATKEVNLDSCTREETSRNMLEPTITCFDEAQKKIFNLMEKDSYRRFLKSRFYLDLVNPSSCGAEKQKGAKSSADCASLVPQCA
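MLSMR compounds (23 nl, pin-transferred) preincubated 10 min at room temperature with a 500nM (2x) first reagent, then RGS4 at 900nM (2x) plus Transcreener GDP mix added; fluorescence polarization (620/688 nm) read before and after 90 min at 30 °C.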
GLS inhibitor: blocks human kidney-isoform glutaminase activity | O94925 | GLS enzymatic activity, qHTS titration | Potency, µM (series often up to 45.5 µM), for the others: at the top dose activity change, negative = inhibition, most hits filed as inhibitors | 410,000 tested, 0.21% active | AID 624170; also: % is scaled to controls: 0 for no effect and ±100 for the full control effect
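hKGA in 45 mM KH2PO4 (pH 8.2), 0.02% Tween-20 with compound, then 1mM L-Glutamine (stock as added) plus glutamate oxidase/HRP/Amplex red coupling mix. Fluorescence read initially and after 30 min at RT; signal change reflects glutamate formation.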
Active calls of the source: *; i = inactive; ? = inconclusive; . = no result given; [ ] = another dose, or the depositor's remark. Unless noted, calls follow the shape of the dose curve; as a rule, active = well fitted curve in the direction sought with a large enough effect; inconclusive = small, poorly fitted or top-dose-only effect, or another doubt; inactive = no such curve, though single readings can be large; an effect the other way counts as inactive or inconclusive. Potency is read from the fitted curve at half-maximal effect. Some of the compounds tested; count on the stated rates, not on these rows.

ERG Ets-DNA blk,Pin1 inhibitor,HP1b chromo inh,TrxR1 inh,JMJD2A Tudor,12-LOX inh,PGK inhibitor,RGS4 inhibitor,GLS inhibitor,SMILES
0%,4%,32%,11%,-7%,0%,5%,14%,-3%,COc1cc(CN(C(=O)c2ccc(OC(C)C)cc2)C2CCS(=O)(=O)C2)cc(OC)c1OC (stereo unspecified)
1%,-2%,7%,8%[57.1 µM],-23%,?,-8%,-16%,4%,CCCCNS(=O)(=O)c1ccc2nc(SCC(=O)Nc3cccc(F)c3)[nH]c2c1
-6%,-2%,33%,13%,-1%,38%[activator],-2%,-9%,2%,CN(C(=O)c1cccc(NC(=O)Cc2ccc(NC(=O)C3CCCN(C(=O)C4CCCC4)C3)cc2)c1)C1CC1 (stereo unspecified)
-1%,-1%,-16%,-14%,-10%,?,4%,-53%,18%,COc1cc(NC(=S)Nc2cccnc2)cc(OC)c1
-3%,4%,38%,27%,-15%,13%,8%,-20%,0%,CCOC(=O)c1ccc(NC(=O)c2c(NCc3ccccc3)[nH]c(=O)[nH]c2=O)cc1
8%,-3%,3%,-1%,-21%,1%,-11%,19%,14%,CCOc1ccc(OCCC(=O)NNC(=O)c2cc(OC)c(OC)c(OC)c2)cc1
.,2%,18%,2%[57.1 µM],-27%,-6%,-3%,6%,14%,Cn1c(=O)c(N=O)c(N)n(Cc2ccccc2)c1=S
0%,?,10%,-23%[57.1 µM],-17%,1%,2%,-5%,-7%,COc1ccc(/C=C/C(=O)NC(=S)NCCc2ccc(OC)c(OC)c2)cc1
-6%,2%,11%,?,-14%,-15%,-7%,-27%,-1%,COC(=O)c1ccc(-n2c(C)ccc2-c2ccccc2)cc1
0%,-7%,7%[57 µM],10%[57.1 µM],-1%,-15%,0%,10%,-15%,Cc1ccccc1-c1nn2c(=O)cc(CN3CCN(S(=O)(=O)c4ccc(Cl)cc4)CC3)nc2s1
-15%,?,48%[activator],22%[57.1 µM],-3%,2%,-5%,-16%,1%,Cc1nn(C)c(C)c1CN(C)C(=O)C1c2ccccc2Oc2ccccc21
4%,2%,-4%,5%,?,6%,i,0%,-2%,Cc1cccc(N2CCN(Cc3nc(-c4ccc(F)cc4F)oc3C)CC2)n1
-7%,-6%,10%,1%[11.4 µM],-10%,-8%,i,11%,2%,O=S(=O)(NCC1CC1)c1ccc(F)c(Cl)c1
-9%,-2%,117%[activator],2%,?,0%,6%,17%,13%,CCOc1cc(/C=N/Nc2cc(C)nc(-n3nc(C)cc3C)n2)ccc1O
2%,-3%,26%,13%[57.1 µM],3%,-19%,-3%,17%,5%,Cc1cccc(C)c1NC(=O)c1cc2c(=O)c3ccccc3oc2nc1C(F)(F)F
.,3%,12%,7%,-30%,21%,-5%,9%,9%,CN(C)Cc1nc2c(c(=O)[nH]1)C1(CCCCC1)Cc1ccccc1-2
-3%,0%,57%[activator],27%,1%,-2%,-4%,-4%,-13%,COc1ccc(-c2cn3c(n2)sc2cc(C(=O)Nc4ccc(F)cc4Cl)ccc23)cc1
-2%,3%,11%,7%,-34%,-10%,-1%,?,0%,Cc1cccc(-c2nc(CSCC(=O)N3CCN(c4ccccn4)CC3)c(C)o2)c1
-4%,-3%,19%,-14%,-14%,0%,0%,14%,26%,O=C(Nc1nnc(-c2ccc(Cl)cc2)o1)c1ccc(N2C(=O)CCC2=O)cc1
3%,-3%,21%,-2%[57.1 µM],-26%,?,i,-4%,10%,N#Cc1c(NC(=O)CN2CCCCC2)sc2c1CCC2
-4%,0%,33%,12%,-10%,-8%,-7%,-20%,?,COc1ccccc1-n1c(Cc2cccs2)n[nH]c1=S
10%,10%,46%[activator],4%,-18%,-1%,-3%,7%,26%,CCc1cc(=O)oc2cc(C)cc(OCC(=O)NCCc3c[nH]c4ccccc34)c12
8%,-5%,25%,16%[57.1 µM],1%,114%[activator],-5%,18%,-8%,CSc1nc(C)nc(C2CC2)c1C#N
18%,-1%,37%,12%,-12%,9%,i,8%,9%,C=CCn1c(CNC(=O)c2ccco2)nnc1SCC(=O)c1ccc(OC)cc1
-4%,1%,32%,17%,-6%,12%,1%,-15%,6%,Cc1ccc(C)c(N2CCN(C(=O)Cn3c(=O)oc4cc(S(=O)(=O)N5CCCC5)ccc43)CC2)c1
-4%,-4%,27%,-2%[57.1 µM],-8%,15%,1%,-25%,1%,CN(C)C(=O)CCCc1nc(-c2ccc(Cl)cc2)no1
9%,?,14%,2%[57.1 µM],-18%,?,i,-30%,4%,CCOC(=O)c1ccc(NC(=O)COc2cccc3c(=O)n(C)ccc23)cc1
-3%,4%,21%,10%,6%[57.1 µM],-6%,-9%,-10%,3%,Cc1cccc(C)c1NC(=O)COC(=O)c1ccc(N2CCCC2)c([N+](=O)[O-])c1
1%,10%,0%,1%,-27%,-7%,-3%,-31%,5%,CCOC(=O)c1c(NC(=O)C2CCCN(S(=O)(=O)c3ccccc3)C2)sc2c1CCCC2 (stereo unspecified)
-5%,2%,335%[activator],31%[57.1 µM],400%[activator],i,i,-23%,-11%,Cc1ccc(CO/N=C/C2=C(Cl)c3ccccc3CC2)cc1

The closing 2 entries of the section before come first, to join the parts.
ERG Ets-DNA blk,Pin1 inhibitor,HP1b chromo inh,TrxR1 inh,JMJD2A Tudor,12-LOX inh,PGK inhibitor,RGS4 inhibitor,GLS inhibitor,SMILES
1%,10%,0%,1%,-27%,-7%,-3%,-31%,5%,CCOC(=O)c1c(NC(=O)C2CCCN(S(=O)(=O)c3ccccc3)C2)sc2c1CCCC2 (stereo unspecified)
-5%,2%,335%[activator],31%[57.1 µM],400%[activator],i,i,-23%,-11%,Cc1ccc(CO/N=C/C2=C(Cl)c3ccccc3CC2)cc1
-9%,0%,35µM*,6%[11.4 µM],7.9µM*,25µM*,-6%,?,?,COc1ccc2c3c(ccc2c1)C(=O)/C(=C/O)CC3
8%,3%,54%[activator],4%,-4%,-2%,i,-9%,0%,CCCOc1ccc(/C=C/C(=O)O)cc1OC
-5%,2%,15%,-4%[57.1 µM],-7%,-22%,2%,6%,9%,COc1ccc(OCC(=O)NS(=O)(=O)c2ccccc2)cc1
-5%,0%,32%,9%,-11%,-11%,i,18%,4%,CNC(=O)c1ccc(Nc2nnc(-c3ccc(C)c(S(=O)(=O)N4CCCCC4)c3)c3ccccc23)cc1
0%,-2%,65%[activator],?,-9%,?,i,-41%,-14%,CCOc1ccc(C(=O)CN2CCN(S(=O)(=O)c3ccc(Cl)cc3)CC2)cc1
-2%,23%,0%,13%,-24%,5%,-4%,-2%,2%,COC(=O)c1sc(NC(=O)C2c3ccccc3Oc3ccccc32)c(C(=O)OC)c1C
7%,-5%,36%,-3%,-9%,-5%,-4%,2%,-6%,O=C(c1ccccc1C(=O)N1CCN(c2ccccc2F)CC1)N1CCN(c2ccccc2F)CC1
10%,-6%,29%,0%,8%,-4%,-9%,-20%,-21%,O=C1OCCN1N=Cc1ccco1
0%,2%,6%,20%,?,2%,-2%,?,1%,Nc1nonc1-n1nnc(C(=O)N/N=C/c2cccc(Cl)c2)c1CN1CCCC1
11%,?,17%,3%,-19%,-10%,-6%,8%,-1%,COc1ccc(C2=NS(=O)(=O)N(C)C(C(=O)Nc3ccc(C(C)=O)cc3)=C2)cc1OC
9%,-6%,53%[activator],18%,-9%[11.4 µM],-7%,-3%,0%[11.4 µM],4%,Cc1nc2c(-c3ccc(F)cc3)c(C)nn2c(C)c1CCC(=O)Nc1ccccc1F
-1%,?,5%[57 µM],23%,-11%,-1%,i,12%,-5%,Cc1ccc(/C=C2/Sc3ccc(C(=O)NCCN4CCOCC4)cc3NC2=O)cc1
-6%,0%,12%[57 µM],-17%[57.1 µM],-12%,3%,7%,16%,6%,CC(C)Cn1cnc2c(SCc3ccccc3)nc(N)nc21
?,-1%,14%,7%[57.1 µM],-2%,19%,-2%,-12%,-6%,C=CCOc1ccc(/C=N/NC(C)=O)cc1OCC
2%,11%,33%,-11%,-8%,-11%,8%,-13%,6%,CCOC(=O)N1CCN(C(=O)/C=C/c2ccc3c(c2)OCO3)CC1
-6%,?,40%[activator],6%,-1%,12%,2%,14%,2%,Cc1nonc1NC(=O)CSc1nc(CCC2CCCC2)nc2ccccc12
3%,-1%,36%,27%,-6%,-17%,i,-2%,-10%,COc1ccc(CNC(=O)CCn2nc(C)c3c(C)n(-c4ccccc4)nc3c2=O)cc1OC
2%,-5%,13%,4%,-21%,-1%,0%,12%,-1%,C[C@H]1CN=C(N(C)C)N1CCCC1CCCC1
2%,5%,30%,10%,-24%,8%,-5%,-21%,5%,COc1ccc(-c2nnc(NC(=O)c3ccc4c(c3)OCCO4)o2)cc1
-5%,-8%,28%,14%,-5%,-2%,i,0%,0%,CC(C)(CO)NC(=O)c1ccc2nc(Cc3cccc(Cl)c3)oc2c1
-1%,?,-2%,14%[57.1 µM],-21%,?,5%,-38%,-4%,Cn1cccc1CC(=O)N/N=C/c1cc([N+](=O)[O-])ccc1Cl
